USP1-UAF1 inh = blocks the human USP1/UAF1 deubiquitinase complex | 390,000 tested, 0.23% active | recombinant USP1/UAF1, Ub-Rhodamine cleavage fluorescence | Potency, µM (titrated, usually from 57.1 µM), without a hit: at the highest dose activity change, negative = inhibition, hits mostly inhibitors | AID 743255; further: potency means the concentration at half of the fitted maximal effect; on the % scale 0 is the no-effect control and ±100 the full control effect; nearly all actives have a fitted effect of over 60% in size; inactives centre near -12
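USP1/UAF1 complex (1 nM) preincubated 15 min at room temperature with compound, then Ub-Rho substrate (150 nM final) added. Kinetic fluorescence at 480/540 nm over 6 reads at 60 s intervals; 50 mM HEPES pH 7.8, 0.5 mM EDTA, 0.1 mg/ml BSA, 1 mM TCEP, 0.01% Tween-20.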
TRHR agonist = activates the human TRH receptor; P34981; TRHR cells, calcium flux fluo-8, FDSS agonist mode; activation, % at 2 µM; 360,000 tested, 0.18% active; in the data active means activation above about 30%; further: 0% is about no effect
Target sequence (P34981 whole entry, looked up): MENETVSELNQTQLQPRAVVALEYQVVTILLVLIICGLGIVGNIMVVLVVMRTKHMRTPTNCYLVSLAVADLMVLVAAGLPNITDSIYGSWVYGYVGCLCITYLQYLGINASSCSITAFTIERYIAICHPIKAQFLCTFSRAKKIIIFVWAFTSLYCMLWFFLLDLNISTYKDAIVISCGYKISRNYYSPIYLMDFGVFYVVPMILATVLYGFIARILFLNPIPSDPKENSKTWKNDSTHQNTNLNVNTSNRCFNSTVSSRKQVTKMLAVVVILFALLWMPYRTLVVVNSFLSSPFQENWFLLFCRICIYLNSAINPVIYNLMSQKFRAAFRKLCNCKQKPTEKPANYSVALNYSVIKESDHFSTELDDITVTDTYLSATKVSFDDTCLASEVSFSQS
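Steps: seed TRHR cells overnight; add fluo-8 no-wash Ca dye, RT 30 min–1.5 h; record 10 s baseline; pin-transfer compounds; monitor fluorescence 1 cycle/s for the agonist window. Calcium increases flag candidate agonists.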
TrxR1 inh = inhibitors of rat thioredoxin reductase 1; O89049; recombinant rTrxR1, NADPH fluorescence consumption, selenite substrate; Potency, µM (series often up to 114 µM), for inactives: at the highest dose activity change, negative = inhibition, usual class: inhibitors; 390,000 tested, 1% active; AID 588453; further: potency means the concentration at half of the fitted maximal effect; on the % scale 0 is the no-effect control and ±100 the full control effect; nearly all actives have a fitted effect of over 65% in size
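Rat TrxR1 (90 nM in the dispensed reagent) was pre-reduced with 400 uM NADPH for 5 min at room temperature, then incubated with compound for 15 min. After 400 uM selenite was added, NADPH fluorescence (Ex 340/Em 450 nm) was followed for 8 min.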
D2 antagonist = antagonizes the human D2 dopamine receptor | inhibition, % at 10 µM | AID 485344 | HEK293 TREx D2 cells, calcium flux, dopamine EC80 | 340,000 tested, 2% active | P14416; in the data active means inhibition above about 30%; further: 0% is about no effect
Target sequence (P14416 whole entry, looked up): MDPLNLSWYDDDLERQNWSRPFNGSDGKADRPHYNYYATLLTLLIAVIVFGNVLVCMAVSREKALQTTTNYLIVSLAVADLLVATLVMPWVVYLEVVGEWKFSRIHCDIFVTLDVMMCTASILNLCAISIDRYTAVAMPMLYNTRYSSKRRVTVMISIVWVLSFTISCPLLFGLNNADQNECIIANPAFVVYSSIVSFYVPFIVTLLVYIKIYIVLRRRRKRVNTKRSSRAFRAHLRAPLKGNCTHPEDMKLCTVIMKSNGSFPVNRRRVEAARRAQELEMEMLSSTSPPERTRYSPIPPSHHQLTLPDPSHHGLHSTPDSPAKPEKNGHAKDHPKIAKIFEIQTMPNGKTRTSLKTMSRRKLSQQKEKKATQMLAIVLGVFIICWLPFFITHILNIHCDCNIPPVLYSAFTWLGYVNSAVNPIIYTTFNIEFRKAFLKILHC
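Dopamine at EC80 is the agonist stimulus; test compounds precede it by 180 s. Calcium flux read kinetically in a force-coupled, inducible HEK293 T-REx D2 cell line.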
TrxR1 substrate = substrates of rat thioredoxin reductase 1. purified TrxR1 substrate turnover, NADPH consumption readout. Potency, µM (series often up to 114 µM), without a hit: top-dose activity change, negative = substrate turnover. 390,000 tested, 0.01% active. AID 588456; further: potency means the concentration at half of the fitted maximal effect; on the % scale 0 is the no-effect control and ±100 the full control effect; nearly all actives have a fitted effect of over 50% in size
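Rat TrxR1, dispensed at 90 nM, was prereduced with 400 uM NADPH (final) for 5 min at ~22 deg C, then incubated with compound 15 min before 400 uM selenite. A first-read NADPH fluorescence drop versus no-compound background flagged substrates.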
TRHR PAM = TRH receptor (human) allosteric enhancement. P34981. TRHR cells, fluo-8 calcium fluorescence, EC20 TRH enhancement. enhancement, % at 2 µM. 360,000 tested, 0.66% active. AID 493056; in the data active means enhancement above about 30%; further: 0% is about no effect
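TRHR-expressing cells loaded with fluo-8 calcium dye were read kinetically (ex 480/em 530) during compound addition, then stimulated with an EC20 of TRH (10 nM final). Enhancement of the Gq-mediated intracellular calcium response was scored.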
D2 ag = activates the human D2 dopamine receptor; P14416; HEK293 T-REx D2 cells, calcium flux agonist mode; activation, % at 2 µM; 340,000 tested, 0.53% active;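 active means activation over 3 SD above normal in the single-dose calcium agonist read, cut at about 30% in these data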; further: 0% is about no effect
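Calcium-flux readout, 1 cycle/sec over 180 s following compound pin transfer, in inducible HEK293 Trex D2 cells (force-coupled); dopamine controls included. Positive calcium responses during this window marked compounds as potential agonists.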
Pin1 inh = human Pin1 inhibition. Potency, µM (titrated, usually from 115 µM), for inactives: at the highest dose activity, negative = inhibition, usual class: inhibitors. 390,000 tested, 0.009% active. Q13526. Pin1 FP peptide displacement, HiFluor488, 10 min. AID 504891; active means well fitted inhibition curve with a large enough effect in the polarisation, with a control signal flat, not every such curve was filed as active; inconclusive means small, poorly fitted or top-dose-only effect, or effect the other way, or a change in a side signal; inactive means no such curve, though single readings can be large or run the other way; the % refers to the polarisation; further: potency means the concentration at half of the fitted maximal effect; on the % scale 0 is the no-effect control and ±100 the full control effect
Target sequence (Q13526 whole entry, looked up): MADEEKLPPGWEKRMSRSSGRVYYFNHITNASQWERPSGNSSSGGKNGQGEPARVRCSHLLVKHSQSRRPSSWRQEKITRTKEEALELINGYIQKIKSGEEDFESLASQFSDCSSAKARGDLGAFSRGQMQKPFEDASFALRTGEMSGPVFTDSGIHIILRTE
mIDH1 inhibitor = blocks human mutant IDH1 R132H enzyme; AID 602179; Potency, µM (series often up to 76.6 µM), for inactives: top-dose activity change, negative = inhibition, usual class: inhibitors; O75874; 390,000 tested, 0.093% active; IDH1-R132H enzyme, NADPH consumption, diaphorase/resazurin fluorescence; further: potency means the concentration at half of the fitted maximal effect; on the % scale 0 is the no-effect control and ±100 the full control effect; nearly all actives have a fitted effect of over 65% in size
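IDH1-R132H (0.5 ug/mL dispensed) in pH 7.5 Tris buffer was preincubated 30 min with compound, then given a substrate mix of 0.016 mM NADPH and 2 mM alpha-KG for 80 min at room temperature; remaining NADPH was read by diaphorase/resazurin fluorescence.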
An asterisk follows results filed as active; ? = inconclusive; / = not tested or not shown; & = joins results of further samples; [ ] = another dose, or the depositor's remark. Unless noted, the call rests on the fitted dose curve; in most records, active means well fitted inhibition curve with a large enough effect; inconclusive means small, poorly fitted or top-dose-only effect; inactive means no such curve, though single readings can be large or run the other way. The list is partial; count on the stated rates, not on these rows.

SMILES | USP1-UAF1 inh | TRHR agonist | TrxR1 inh | D2 antagonist | TrxR1 substrate | TRHR PAM | D2 ag | Pin1 inh | mIDH1 inhibitor
Nc1c(C(=O)c2ccc(Cl)cc2)sc2nc3c(cc12)CCC3 | -18% | 1.5 | -7% | / | -3% | 4 | / | -1% | 0%
Nc1cc(OC(=O)c2c(F)cccc2Cl)nn1S(=O)(=O)c1ccccc1 | -8% | -0.1 | -14% | -15 | -2% | 19 | -0.5 | 8% | -1%
O=C1NC2(CCCCC2)C(=O)N1c1ccc(Cl)cc1 | -23% | 1.3 | 22% | -4 | 6% | -4 | 0.0 | -7% | 24%
CC(=O)c1c(C)nn(CC(O)COc2ccc3ccccc3c2)c1C (centres undefined) | -14% | 0.0 | 5% | -1 | -6% | 1 | 0.0 | 2% | 0%
CC1=NN(c2ccc(C)cc2C)C(=O)C1C(c1ccccc1O)C1C(=O)N(c2ccc(C)cc2C)N=C1C (centres undefined) | -20% | 0.2 | -16% | / | -2% | 5 | / | 8% | -2%
Cc1occc1C(=O)N/N=C/C=C/c1ccc(N(C)C)cc1 | -15% | 1.1 | 15% | / | 0% | -2 | / | ? | 11%
CN(CC(=O)NCCc1ccc(Cl)cc1)S(=O)(=O)c1ccc2c(c1)c(=O)n(C)c(=O)n2C | ? | -0.4 | 16% | 20 | 0% | -10 | 0.7 | 10% | -1%
CCCS(=O)(=O)N1CCN(C(=O)c2ccco2)CC1 | -5% | -0.6 | 4% | -4 | -7% | 17 | -0.3 | -3% | 5%
COc1cc(C=O)ccc1OCc1c(C)noc1C | -30% | 0.2 | 11% | 4 | -2% | 9 | 0.1 | ? | -2%
COc1cc(NC(=O)c2ccc(-c3nc(CSc4ccccc4)c(C)o3)cc2)cc(OC)c1 | ? | -1.0 | 19% | / | 1% | 6 | -0.3 | 6% | 6%
CC(=O)c1sc(Nc2nc3ccc(F)cc3s2)nc1C | -17% | 2.0 | 12%[57.1 µM] | -19 | 14%[57.1 µM] | -2 | -0.7 | 31%[activator] | 1%
CCC(C)NC(=O)CSc1ccc(S(=O)(=O)N(C)C2CCCCC2)cn1 (centres undefined) | -15% | / | -12% | / | -6% | / | / | 18% | 6%
Cc1ccc(NC(=O)[C@H](C)NC(=O)C2CCN(C(=O)[C@@H](N)C(C)C)CC2)cc1 | 0% | 0.3 | 10% | -13 | -1% | 10 | 0.7 | 3% | 6%
CC(NC(=O)c1cccs1)c1ccc2c(c1)OCO2 (centres undefined) | -10% | -0.1 | 4%[57.1 µM] | 10 | 6%[57.1 µM] | 3 | 0.3 | 1% | 1%
CCC(=O)Nc1cccc(C(=O)c2ccccc2)c1 | ? | -0.3 | 11% | -17 | 6% | -3 | -0.6 | 0% | 5%
Cc1ccc(Cn2c(C)c(CNCc3ccccc3F)c(C(=O)O)c2C)cc1 | 1% | 0.2 | 1% | / | -1% | 1 | -0.6 | -3% | 0%
CCn1cc(C(=O)NCc2ccco2)c(=O)c2ccc(C)nc21 | -15% | -0.6 | 29%[57.1 µM] | 5 | 1% | 1 | 0.8 | -6% | 3%
CCc1ccc(OCCn2c(C3CC(=O)N(Cc4ccc(F)cc4)C3)nc3ccccc32)cc1 (centres undefined) | -31% | -0.3 | 8% | / | -5% | -5 | / | -1% | ?
CNc1ccc(SC#N)cc1 | -13% | -0.2 | 22%[57.1 µM] | 8 | -1%[57.1 µM] | 4 | -0.3 | -3% | ?
Cc1cc(NC(=O)c2cccc(S(=O)(=O)N3CCCC3)c2)no1 | -3% | 0.8 | 12% | 13 | 7% | -5 | 0.2 | -1% | -5%

Some values from the entries so far:
Reading for `O=C1NC2(CCCCC2)C(=O)N1c1ccc(Cl)cc1` in Pin1 inh: -7%
Reading for `CC(=O)c1sc(Nc2nc3ccc(F)cc3s2)nc1C` in Pin1 inh: 31%[activator]

Continued.
SMILES | USP1-UAF1 inh | TRHR agonist | TrxR1 inh | D2 antagonist | TrxR1 substrate | TRHR PAM | D2 ag | Pin1 inh | mIDH1 inhibitor
Cc1ccc(N2CCN(Cc3nnc(-c4ccccc4F)o3)CC2)c(C)c1 | -12% | -0.1 | 2% | / | -5% | -4 | 1.5 | ? | -6%
CCn1c(=S)sc2c(=O)n(CC(=O)Nc3ccc(OC)c(Cl)c3)c(C)nc21 | -17% | 0.2 | 8% | 3 | 1% | 2 | -0.1 | -1% | 0%
O=C(Cc1ccccc1)Nc1cccc(N2C(=O)C=CC2=O)c1 | -8% | 1.5 | 3.5µM* | 8 | 0% | -2 | 3.1 | 2% | 1%
COc1ccccc1C(NC(C)=O)c1cc(Cl)c2cccnc2c1O (centres undefined) | -28% | 1.8 | 13%&10% | 12 | 3%&-2% | 6 | 1.5 | 1% | -2%
Cc1cc(-c2cccs2)c2c(n1)sc1c(=O)[nH]c(=O)[nH]c12 | -21% | -0.3 | 11%[57.1 µM] | -7 | 27%[57.1 µM] | -3 | -0.5 | ? | 6%
CCOC(=O)C(C)Sc1nc2ccccc2c(=O)n1CC1CCCCC1 (centres undefined) | -12% | 1.4 | 22% | 10 | 3% | -9 | 1.1 | -2% | 2%
Cc1noc(C)c1S(=O)(=O)Nc1ccc2c(c1)C(=O)N([C@H](C)CO)C[C@H](C)[C@@H](CN(C)C(=O)NC1CCCCC1)O2 | -3% | / | 2%[57.1 µM] | / | 26% | / | / | 0% | -4%
COc1cccc(OC)c1C(=O)Nc1cccc(-c2nc3cc(C)cc(C)c3o2)c1 | -23% | -1.7 | 17% | / | 4%[11.4 µM] | 8 | 0.1 | 16% | -12%
COC(=O)C1CCN(C(=O)c2ccc3oc(Cc4ccc(Cl)cc4)nc3c2)CC1 | -8% | 2.0 | 23% | -10 | 0% | -5 | 0.7 | -6% | -9%
O=c1c2c(nc3nc(NCc4ccc(Cl)cc4)[nH]n13)CCC2 | -6% | 0.4 | 8% | -11 | -1% | 17 | 1.1 | 0% | -7%
COc1ccc(CCNC(=O)CCC(=O)N2CCOc3ccc(Cl)cc32)cc1OC | -10% | -0.3 | 4%[57.1 µM] | 21 | -2%[57.1 µM] | 2 | -0.4 | -2% | -1%
O=C(CCc1ccccc1)N1CCN(c2ccc(Cl)cc2)CC1 | ? | 0.1 | 14% | -3 | 1% | 4 | -0.6 | 1% | -3%
CC(C)c1ccc(-c2nc(N3CCCCC3)[nH]c(=O)c2C#N)cc1 | -11% | -0.1 | 26%[57.1 µM] | 20 | 12%[57.1 µM] | -2 | -0.5 | -3% | -3%
C=C(C)Cn1c(=O)c2c(nc3n2CCCN3CCc2ccccc2)n(C)c1=O | -5% | -0.5 | 4% | 10 | -2% | 10 | -0.9 | 4% | 13%
CC1CCCCC1NC(=S)NC(=O)c1ccccc1Br (centres undefined) | -13% | 0.9 | -20% | -7 | -10% | 4 | 1.9 | -2% | 7%
COc1ccc2ccccc2c1/C=N/O | -3% | 0.1 | 11% | / | -3% | 4 | / | -2% | 1%
Fc1ccc(NC(=S)NN=Cc2ccccc2Cl)cc1 | -19% | / | 6% | / | -6%[57.1 µM] | / | / | -4% | 5%
COc1ccccc1CCC(=O)Nc1ccc(C)cc1Cl | -14% | -0.1 | 30%[activator][57.1 µM] | 23 | 3%[57.1 µM] | -1 | 1.0 | -6% | 10%
CC(=O)N(CCc1ccccc1C)Cc1cc2ccc(C)cc2[nH]c1=O | -1% | -0.8 | -5%[57.1 µM] | 3 | 9%[57.1 µM] | -11 | -0.1 | -2% | 1%
Cc1ccc(OCCOC(=O)CN2C(=O)NC3(CCCC3)C2=O)cc1 | 2% | 0.0 | -19%[57.1 µM] | 11 | -5%[57.1 µM] | 4 | -0.6 | 1% | 4%
CCOC(=O)c1ccccc1NC(=O)c1ccc2c(SCC(=O)O)c3c(nc2c1)CCCC3 | ? | -0.6 | -8% | 11 | 1% | 8 | 0.1 | 7% | 41µM*
COC(=O)c1sccc1NC(=O)CN(C)NS(=O)(=O)c1ccc(Cl)cc1 | -16% | 0.1 | -8% | 13 | 1% | 2 | -0.7 | 2% | 17%
Cc1ccc(S(=O)Cc2nc(-c3ccc(C(=O)NC(C)c4ccccc4)cc3)oc2C)cc1 (centres undefined) | -11% | 1.1 | -29% | / | 1% | 1 | -1.2 | 1% | -6%
Cc1ccc(C2CC(=O)N(Cc3ccc(F)cc3)c3c2c(C)nn3-c2nc(C)cc(C)n2)cc1 (centres undefined) | 12% | -0.1 | 11% | / | -9% | -1 | 4.0 | -3% | -2%
CCn1cc(C(=O)Nc2ccc(C(=O)N3CCCC3)cc2)c(=O)c2ccc(C)nc21 | / | -0.3 | / | 9 | / | -5 | -1.3 | / | /
CCOC(=O)c1ccc(CN(Cc2ccc(Br)cc2)S(=O)(=O)c2cccc(Cl)c2C)cc1 | -10% | 2.7 | 23%[57.1 µM] | / | -3%[57.1 µM] | 2 | 0.6 | 1% | -16%
COc1cccc(NC(=O)c2nc(SC)ncc2Cl)c1 | -18% | -1.2 | ? | 8 | 6%[57.1 µM] | 0 | -1.8 | 1% | 5%
CCn1c(-c2cc(-c3ccccc3OC)nc3ccccc23)n[nH]c1=S | -23% | 0.0 | -3% | -24 | 11% | -3 | -1.9 | -2% | 7%
Cc1cccc(CNC(=O)C2CCC(=O)N(C3CCCCCC3)C2)c1 (centres undefined) | -13% | -1.3 | -3% | 10 | -2% | -3 | 0.7 | -6% | -2%
Cc1c(C(=O)OCc2ccc(F)cc2)sc2nc3n(c(=O)c12)CCC3 | -8% | -0.3 | 2%[57.1 µM] | -9 | 1%[57.1 µM] | -8 | -0.4 | 1% | 0%
CC(=O)Nc1ccc2c(c1)Cc1ccc(Cl)cc1-2 | -27% | / | 16% | / | 3%[57.1 µM] | / | / | ? | 10%
CCC(C)NC(=O)C1CCN(S(=O)(=O)CC)CC1 (centres undefined) | ? | -0.1 | 27% | -6 | 4% | 0 | -0.4 | -5% | 0%

Screening results from PubChem BioAssay.
